Assay outcomes from PubChem BioAssay.
NSD2 inh: inhibitors of human NSD2 methyltransferase; 44,000 tested, 0.07% active; O96028; inhibition, % at 12.5 µM; AID 624260; NSD2-SET H3K36me1 DELFIA fluorescence, biochemical; in the data active = inhibition above about 54%, passing the limit was not always enough;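 note: inhibitors reduce the monomethyl H3K36 fluorescence signal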
Target sequence (O96028 whole entry, looked up): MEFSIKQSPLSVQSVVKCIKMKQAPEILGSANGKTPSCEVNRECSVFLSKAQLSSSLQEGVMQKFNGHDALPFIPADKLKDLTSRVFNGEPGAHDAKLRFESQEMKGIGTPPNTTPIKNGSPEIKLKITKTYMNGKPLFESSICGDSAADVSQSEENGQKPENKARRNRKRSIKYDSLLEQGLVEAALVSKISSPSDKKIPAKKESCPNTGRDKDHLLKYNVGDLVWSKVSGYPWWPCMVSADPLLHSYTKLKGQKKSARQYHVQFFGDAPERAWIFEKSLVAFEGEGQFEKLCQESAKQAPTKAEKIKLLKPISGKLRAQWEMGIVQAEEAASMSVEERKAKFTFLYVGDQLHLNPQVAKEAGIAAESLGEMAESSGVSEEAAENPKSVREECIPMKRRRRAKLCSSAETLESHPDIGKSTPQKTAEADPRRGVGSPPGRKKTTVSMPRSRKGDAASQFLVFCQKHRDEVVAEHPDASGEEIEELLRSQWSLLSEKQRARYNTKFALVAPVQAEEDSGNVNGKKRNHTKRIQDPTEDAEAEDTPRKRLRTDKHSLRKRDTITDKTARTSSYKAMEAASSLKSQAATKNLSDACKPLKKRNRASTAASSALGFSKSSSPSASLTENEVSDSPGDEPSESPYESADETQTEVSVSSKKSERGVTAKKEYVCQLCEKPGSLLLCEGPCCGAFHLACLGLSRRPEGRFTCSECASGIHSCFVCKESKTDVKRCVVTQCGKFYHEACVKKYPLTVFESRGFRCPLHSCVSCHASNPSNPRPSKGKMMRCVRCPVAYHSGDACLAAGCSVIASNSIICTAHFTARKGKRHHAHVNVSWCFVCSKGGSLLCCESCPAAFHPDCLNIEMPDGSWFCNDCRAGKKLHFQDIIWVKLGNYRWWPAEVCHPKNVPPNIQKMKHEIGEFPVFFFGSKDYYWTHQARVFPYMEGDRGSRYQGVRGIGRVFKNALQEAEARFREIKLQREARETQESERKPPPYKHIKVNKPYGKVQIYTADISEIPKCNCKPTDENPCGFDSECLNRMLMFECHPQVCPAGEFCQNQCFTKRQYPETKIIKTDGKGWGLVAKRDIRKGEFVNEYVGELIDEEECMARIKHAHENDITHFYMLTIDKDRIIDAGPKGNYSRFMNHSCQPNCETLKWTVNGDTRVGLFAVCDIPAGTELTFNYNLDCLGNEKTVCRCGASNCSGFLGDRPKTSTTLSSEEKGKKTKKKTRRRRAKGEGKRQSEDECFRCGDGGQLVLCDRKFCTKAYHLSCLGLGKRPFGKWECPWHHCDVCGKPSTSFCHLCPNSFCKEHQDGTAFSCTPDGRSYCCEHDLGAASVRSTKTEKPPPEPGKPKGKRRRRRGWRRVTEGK
Active calls of the source: *. An excerpt. The share of hits here may be higher or lower than overall.

Structure | NSD2 inh
C[C@H]1CN([C@@H](C)CO)C(=O)c2cc(NC(=O)CCCCCC(=O)Nc3ccccc3N)ccc2O[C@@H]1CN(C)C(=O)Nc1ccc(C(F)(F)F)cc1 | -1
Cc1noc(C)c1NC(=O)N(C)C[C@@H]1Oc2cc(C#CCC(C)C)ccc2S(=O)(=O)N([C@H](C)CO)C[C@H]1C | -12
C[C@@H]1CN([C@@H](C)CO)S(=O)(=O)c2ccc(C#CCN(C)C)cc2O[C@H]1CN(C)C(=O)Nc1ccccc1F | 8
COc1ccc(S(=O)(=O)N(C)C[C@@H]2OCCCC[C@H](C)Oc3ccc(NC(=O)c4ccncc4)cc3C(=O)N([C@H](C)CO)C[C@H]2C)cc1 | -3
C[C@H]1CN([C@@H](C)CO)C(=O)c2cc(-c3cccnc3)cnc2O[C@H]1CN(C)C(=O)Nc1ccccc1 | -2
CS(=O)(=O)Nc1ccc2c(c1)[C@@H]1C[C@H](CC(=O)NCc3ccc(Cl)cc3)O[C@H](CO)[C@@H]1O2 | 2
C[C@H](CO)N1C[C@H](C)[C@H](CN(C)S(=O)(=O)c2cccs2)Oc2ccc(NC(=O)CCN3CCOCC3)cc2CC1=O | 0
C[C@@H]1CN([C@@H](C)CO)C(=O)c2cc(NS(=O)(=O)c3ccc(F)cc3)ccc2O[C@H]1CN(C)S(=O)(=O)c1ccc(Cl)cc1 | -2
CC(C)C#Cc1ccc2c(c1)O[C@@H](CN(C)C(=O)CC1CC1)[C@H](C)CN([C@@H](C)CO)S2(=O)=O | 9
C[C@@H]1CN([C@@H](C)CO)C(=O)CCCn2nncc2CO[C@@H]1CN(C)C(=O)Nc1ccc(C(C)(C)C)cc1 | 2
CCCNC(=O)N(C)C[C@H]1Oc2ncc(C#Cc3ccccc3F)cc2C(=O)N([C@H](C)CO)C[C@@H]1C | -2
COc1c(C=O)c(O)cc2c1C(=O)c1ccccc1C2=O | -4
O=C(CC1CC1)Nc1ccc2c(c1)[C@@H]1C[C@@H](CC(=O)N3CCOCC3)O[C@@H](CO)[C@@H]1O2 | 6
COc1cccc(S(=O)(=O)N(C)C[C@@H]2OCc3cnnn3CCCC(=O)N([C@H](C)CO)C[C@@H]2C)c1 | -3
Cc1ccc(S(=O)(=O)Nc2ccc3c(c2)CC(=O)N([C@@H](C)CO)C[C@H](C)[C@H](CN(C)C(=O)Nc2ccc(F)cc2)O3)cc1 | 11
COc1cc(OC)c(-c2nc(-c3ccccc3)c(-c3cccs3)[nH]2)cc1OC | 0
CC(=O)N(C)C[C@H]1Oc2cc(-c3ccc(F)cc3)ccc2S(=O)(=O)N([C@@H](C)CO)C[C@@H]1C | 9
CCC(=O)N(C)C[C@H]1Oc2ncc(C#Cc3ccccc3OC)cc2C(=O)N([C@@H](C)CO)C[C@H]1C | -3
C[C@H](CO)N1C[C@H](C)[C@H](CN(C)S(=O)(=O)c2ccc(F)cc2)Oc2ccc(NS(=O)(=O)c3ccccc3)cc2CC1=O | 1
COc1ccc(-c2cnc3c(c2)C(=O)N([C@@H](C)CO)C[C@H](C)[C@@H](CN(C)C(=O)C2CCOCC2)O3)cc1 | 0
COc1ccc(CNC(=O)C[C@@H]2C[C@@H]3c4cc(NC(=O)CN(C)C)ccc4O[C@@H]3[C@@H](CO)O2)cc1 | -1
c1ccc(-n2cc3c(c2)CCc2cn(-c4ccccc4)cc2CC3)cc1 | -6
COc1ccc(C(=O)NCCc2ccccc2)cc1Cl | 3
O=C(C[C@@H]1CC[C@@H](NC(=O)C2CCC2)[C@H](CO)O1)NCCCN1CCOCC1 | 7
COc1ccc(NC(=O)N(C)C[C@H]2Oc3c(NC(=O)c4nc5ccccc5s4)cccc3C(=O)N([C@H](C)CO)C[C@@H]2C)cc1 | 0
C[C@H](CO)N1C[C@H](C)[C@@H](CN(C)Cc2ccc(C(F)(F)F)cc2)Oc2ccc(NC(=O)c3ccncc3)cc2C1=O | 1
C[C@H]1CN([C@@H](C)CO)C(=O)c2cccc(NC(=O)NC3CCCCC3)c2O[C@H]1CN(C)S(=O)(=O)c1ccc(F)cc1 | -70
C[C@H]1CN([C@@H](C)CO)C(=O)c2cccc(NS(=O)(=O)c3cn(C)cn3)c2O[C@H]1CN(C)S(=O)(=O)c1ccccc1 | 3
Cc1ccc(S(=O)(=O)N(C)C[C@H]2Oc3ccc(NS(=O)(=O)c4ccc(F)cc4)cc3CC(=O)N([C@H](C)CO)C[C@H]2C)cc1 | -2
C[C@@H](O)C#Cc1cnc2c(c1)C(=O)N([C@@H](C)CO)C[C@H](C)[C@@H](CN(C)CC1CCCC1)O2 | -4
CNC[C@H]1Oc2c(NC(=O)c3ccncc3)cccc2C(=O)N([C@@H](C)CO)C[C@H]1C | 0
C[C@@H]1CN([C@@H](C)CO)C(=O)c2cc(NC(=O)Cc3ccccc3)ccc2O[C@@H]1CN(C)Cc1ccc(Oc2ccccc2)cc1 | -1
Cc1noc(C)c1S(=O)(=O)Nc1ccc2c(c1)C(=O)N([C@@H](C)CO)C[C@@H](C)[C@@H](CN(C)S(=O)(=O)c1cccs1)O2 | 1
C[C@H](CO)N1C[C@H](C)[C@H](CN(C)C(=O)Nc2ccc(C(F)(F)F)cc2)Oc2cc(-c3ccncc3)ccc2S1(=O)=O | -10
C[C@H]1CCCCO[C@H](CN(C)Cc2ccc(Cl)c(Cl)c2)[C@@H](C)CN([C@@H](C)CO)C(=O)c2cc(NC(=O)Nc3cccc4ccccc34)ccc2O1 | 4
COc1ccc(S(=O)(=O)Nc2ccc3c(c2)C(=O)N([C@@H](C)CO)C[C@H](C)[C@H](CN(C)C(=O)CCC(F)(F)F)OCCCC[C@H](C)O3)cc1 | -4

> Cc1cc(C(=O)Nc2cccc3c2O[C@H](CN(C)S(=O)(=O)c2cccs2)[C@H](C)CN([C@@H](C)CO)C3=O)n(C)n1
- NSD2 inh: -1
> C[C@@H]1CN([C@@H](C)CO)C(=O)CCCn2cc(nn2)CO[C@H]1CN(C)C
- NSD2 inh: 2
> C[C@H](CO)N1C[C@H](C)[C@H](CN(C)Cc2ccccc2)Oc2ccc(NC(=O)CCC(F)(F)F)cc2C1=O
- NSD2 inh: 3
> COC(=O)C[C@H]1C=C[C@H](NS(=O)(=O)c2ccccc2F)[C@H](CO)O1
- NSD2 inh: 1
> CCCC#Cc1cnc2c(c1)C(=O)N([C@@H](C)CO)C[C@H](C)[C@@H](CN(C)Cc1ccc(F)cc1)O2
- NSD2 inh: -4
> C[C@@H]1CN([C@@H](C)CO)S(=O)(=O)c2ccc(C#Cc3ccc(F)cc3)cc2O[C@@H]1CN(C)C(=O)CN(C)C
- NSD2 inh: 0
> C[C@H](CO)N1C[C@H](C)[C@@H](CN(C)Cc2ccncc2)Oc2c(NS(=O)(=O)c3ccc(Cl)cc3)cccc2C1=O
- NSD2 inh: 1
> C[C@@H]1CN([C@H](C)CO)C(=O)c2cc(C#CC3(O)CCCC3)cnc2O[C@H]1CN(C)C(=O)Cc1cccnc1
- NSD2 inh: 2
> C[C@@H]1CN([C@@H](C)CO)C(=O)c2cc(-c3cccc(F)c3)cnc2O[C@@H]1CN(C)C(=O)c1cnccn1
- NSD2 inh: -1
> C[C@@H]1CN([C@H](C)CO)C(=O)c2ccccc2-c2ccccc2CO[C@@H]1CN(C)Cc1cccc(F)c1
- NSD2 inh: -1

> Cc1noc(C)c1S(=O)(=O)N(C)C[C@@H]1OCCCC[C@@H](C)Oc2ccc(NS(C)(=O)=O)cc2C(=O)N([C@H](C)CO)C[C@H]1C
- NSD2 inh: 5
> Cc1ccc(-c2ccc3c(c2)O[C@H](CN(C)C(=O)Nc2ccc(C(F)(F)F)cc2)[C@@H](C)CN([C@H](C)CO)S3(=O)=O)cc1
- NSD2 inh: -7
> C[C@H]1CN([C@@H](C)CO)C(=O)Cc2cc(NC(=O)Nc3ccc(C(F)(F)F)cc3)ccc2O[C@H]1CN(C)CC1CC1
- NSD2 inh: 1
> C[C@@H]1CN([C@@H](C)CO)C(=O)Cc2cc(NC(=O)Nc3ccc(F)cc3)ccc2O[C@H]1CN(C)C(=O)NC1CCCCC1
- NSD2 inh: -6
> COc1ccc(CN(C)C[C@H]2OCCCC[C@@H](C)Oc3ccc(NC(=O)NC4CCCCC4)cc3C(=O)N([C@H](C)CO)C[C@H]2C)cc1
- NSD2 inh: 14
> O=C(NCC(c1ccc[nH]1)C(F)(F)F)Nc1ccccc1 (centres undefined)
- NSD2 inh: 10
> Cc1ccc(S(=O)(=O)N(C)C[C@@H]2Oc3c(NS(=O)(=O)c4c(C)noc4C)cccc3C(=O)N([C@H](C)CO)C[C@@H]2C)cc1
- NSD2 inh: -4
> CNC[C@H]1OCCCC[C@@H](C)Oc2ccc(NC(=O)Nc3ccc(F)cc3)cc2C(=O)N([C@H](C)CO)C[C@H]1C
- NSD2 inh: 0
> Cc1noc(C)c1NC(=O)N(C)C[C@H]1Oc2ccc(NC(=O)CCC(F)(F)F)cc2C(=O)N([C@H](C)CO)C[C@@H]1C
- NSD2 inh: -2
> COc1ccc(S(=O)(=O)N(C)C[C@@H]2Oc3c(NC(=O)NC4CCCCC4)cccc3C(=O)N([C@@H](C)CO)C[C@H]2C)cc1
- NSD2 inh: 3

> C[C@@H]1CN([C@H](C)CO)C(=O)c2cc(NC(=O)c3ccncc3)ccc2O[C@H]1CN(C)C(=O)Nc1ccccc1
- NSD2 inh: 14
> C=CCNC(=O)[C@@H]1[C@H]2C(=O)O[C@H](c3ccccc3)[C@H](c3ccccc3)N2[C@H](c2ccc(OCCO)cc2)[C@@]12C(=O)Nc1ccccc12
- NSD2 inh: -8
> C[C@H](CO)N1C[C@H](C)[C@@H](CN(C)Cc2ccc(Oc3ccccc3)cc2)Oc2ccc(NC(=O)NC3CCCCC3)cc2CC1=O
- NSD2 inh: 12
> COc1cc2ccc(=O)oc2cc1OCC(O)C(C)(C)O (centres undefined)
- NSD2 inh: 3
> CC(C)NC(=O)Nc1ccc2c(c1)C(=O)N([C@@H](C)CO)C[C@H](C)[C@@H](CN(C)S(C)(=O)=O)OCCCC[C@H](C)O2
- NSD2 inh: -3
> C[C@@H]1CN([C@@H](C)CO)C(=O)c2cc(NS(=O)(=O)c3ccccc3)ccc2O[C@@H]1CN(C)Cc1ccccc1
- NSD2 inh: -2
> COc1ccc(S(=O)(=O)N(C)C[C@H]2Oc3ccc(NC(=O)C4CC4)cc3C(=O)N([C@@H](C)CO)C[C@H]2C)cc1
- NSD2 inh: 1
> C[C@H]1CN([C@@H](C)CO)C(=O)Cc2cc(NC(=O)Nc3cccc4ccccc34)ccc2O[C@H]1CN(C)Cc1ccc(Cl)c(Cl)c1
- NSD2 inh: -1
> C[C@@H]1CN([C@@H](C)CO)C(=O)c2cc(NS(C)(=O)=O)ccc2O[C@@H](C)CCCCO[C@H]1CN(C)C(=O)Nc1ccc(F)cc1
- NSD2 inh: 1
> COc1ccc(/C=N\NC(=O)c2ccccc2O)c(O)c1
- NSD2 inh: -10

> C[C@@H]1CN([C@H](C)CO)C(=O)c2cccc(NC(=O)C3CC3)c2O[C@H]1CN(C)C
- NSD2 inh: 1
> C[C@@H]1CN([C@H](C)CO)C(=O)c2cccc(NC(=O)C3CC3)c2O[C@H]1CN(C)C(=O)NC1CCCCC1
- NSD2 inh: 11
> CN1[C@@H](CC(=O)c2ccccc2)CCC[C@H]1C[C@H](O)c1ccccc1
- NSD2 inh: 1
> C[C@@H]1CN([C@H](C)CO)C(=O)c2cccc(NC(=O)c3ccc(-c4nccs4)cc3)c2O[C@@H]1CN(C)Cc1ccncc1
- NSD2 inh: 6
> C[C@H](CO)N1C[C@H](C)[C@@H](CN(C)C(=O)Cc2cccnc2)Oc2ncc(C#Cc3ccccc3F)cc2C1=O
- NSD2 inh: -1
> Cn1c2ccc(Br)cc2c2nnc(SCC(=O)N=C3NC(=O)CS3)nc21
- NSD2 inh: 7
> Cc1ccc(S(=O)(=O)Nc2ccc3c(c2)CC(=O)N([C@H](C)CO)C[C@@H](C)[C@H](CN(C)Cc2ccc(C(=O)Nc4ccccc4N)cc2)O3)cc1
- NSD2 inh: 2
> CCCC#Cc1ccc2c(c1)O[C@H](CN(C)C(=O)c1cnccn1)[C@H](C)CN([C@H](C)CO)S2(=O)=O
- NSD2 inh: -7
> O=C(O)Cn1c(C(=O)Nc2nc(-c3ccccc3Cl)cs2)cc2ccccc21
- NSD2 inh: -10
> CNC[C@@H]1Oc2cc(-c3cccc(F)c3)ccc2S(=O)(=O)N([C@@H](C)CO)C[C@H]1C
- NSD2 inh: -8

> C[C@@H]1CN([C@H](C)CO)C(=O)c2cccc(NC(=O)c3nc4ccccc4s3)c2O[C@H]1CN(C)C(=O)Nc1ccccc1
- NSD2 inh: -4
> C[C@H]1CN([C@@H](C)CO)C(=O)c2cccc(NC(=O)c3nc4ccccc4s3)c2O[C@@H]1CN(C)Cc1ccncc1
- NSD2 inh: -4
> C[C@H]1CN([C@@H](C)CO)C(=O)Cc2cc(NC(=O)Nc3ccc(C(F)(F)F)cc3)ccc2O[C@@H]1CN(C)Cc1ccc(C(=O)Nc2ccccc2N)cc1
- NSD2 inh: -9
> C[C@@H]1CN([C@H](C)CO)C(=O)c2cc(NC(=O)CCCN(C)C)ccc2O[C@@H](C)CCCCO[C@@H]1CN(C)Cc1ccc2c(c1)OCO2
- NSD2 inh: -1
> CC(C)NC(=O)N(C)C[C@H]1Oc2ccc(NS(=O)(=O)c3ccc(F)cc3)cc2CC(=O)N([C@@H](C)CO)C[C@@H]1C
- NSD2 inh: 3
> CN1C(=O)CS(=O)(=O)C1c1ccccc1 (centres undefined)
- NSD2 inh: -2
> C/C=C(/C)C(=O)O[C@@H]1C[C@@H](OC(=O)/C(C)=C\C)[C@](C)(CO)C2C3C(=O)C[C@@H](C)C2[C@]31C
- NSD2 inh: -5
